High-throughput results from PubChem.
SRC2 TRFRET art – TR-FRET artefact, counter-screen to PPARgamma/SRC-2 agonist assay | hits give high values | TR-FRET ratio at 8 µM | hit rate 0.4% among 200,000 | AID 1049; in the data active = TR-FRET ratio above about 2000; also: inactives centre near 1500; reference of the scale not given here
ROMK mod – modulators of human ROMK potassium channel. Tet-inducible ROMK, thallium flux fluorescence; actives lie on both sides. B-score at 10 µM. P48048. hit rate 2% among 130,000;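 active = signal ratio slope over the read window, or its plate-corrected B-score, at least 3 SD from the plate mean, either direction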;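 also: B-score of the F/F0 ratio slope over 7 to 12 s after thallium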
STAT3 activator – increases IL-6 driven STAT3 reporter signal. U3A cells, IL-6 STAT3-luciferase reporter, luminescence; 100% = signal with IL-6 EC80 alone. activation (% of control), % at 5.6 µM. hit rate 0.91% among 190,000;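 active = activation above the screen-wide mean of compound activation plus 3 SD, cut at about 130% in these data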;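 also: 0% = background luminescence of wells with medium and substrate only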
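Material: human U3A cells carrying STAT3-luciferase construct. Measured by: reporter luminescence signal. Timing: compound 1 h, then IL-6 6 h at 37 °C.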
bIAP inh – intestinal alkaline phosphatase (bovine) inhibition | AID 1019 | purified bovine IAP, CDP-star luminescence, 30 min | inhibition, % at 20 µM | 190,000 tested, under 10 active;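 active = over 50% inhibition of intestinal alkaline phosphatase at 20 µM in the single-dose screen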
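Incubation: 30 min reaction at room temperature / Material: purified bovine intestinal alkaline phosphatase (IAP) enzyme / Input: enzyme at 1/65,000,000 dilution / Dosing: 20 µM single dose / Signal: CDP-star luminescence signal / Reagent: CDP-star chemiluminescent phosphatase substrate, 30 µM final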
PPARg SRC2 recr – promotes SRC-2 coactivator recruitment by human PPARgamma. hit rate 0.34% among 200,000. PPARgamma LBD-SRC-2 recruitment, biochemical. activation, % at 8 µM; in the data active = activation above about 22%;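 also: 0% = vehicle and 100% = reference agonist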
Target sequence (P37231 whole entry, looked up, the tested form may be a part): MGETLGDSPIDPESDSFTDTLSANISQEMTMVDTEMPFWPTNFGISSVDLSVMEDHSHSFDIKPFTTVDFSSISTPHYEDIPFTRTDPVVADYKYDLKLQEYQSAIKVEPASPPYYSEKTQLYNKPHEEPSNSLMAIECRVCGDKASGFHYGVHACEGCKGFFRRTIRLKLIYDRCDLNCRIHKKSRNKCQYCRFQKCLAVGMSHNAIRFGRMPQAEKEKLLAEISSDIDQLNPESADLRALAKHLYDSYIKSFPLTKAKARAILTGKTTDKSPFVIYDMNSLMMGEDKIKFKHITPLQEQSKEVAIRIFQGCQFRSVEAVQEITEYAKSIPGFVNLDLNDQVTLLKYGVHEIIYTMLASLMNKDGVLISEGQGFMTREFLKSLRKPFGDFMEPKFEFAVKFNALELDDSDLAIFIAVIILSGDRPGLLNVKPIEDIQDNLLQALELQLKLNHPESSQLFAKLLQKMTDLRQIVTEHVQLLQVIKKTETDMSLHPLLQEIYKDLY
PPARg SRC-1 ag – promotes SRC-1 coactivator recruitment by human PPARgamma. PPARgamma-SRC-1 coactivator recruitment biochemical assay. P37231. activation, % at 8 µM. hit rate 0.41% among 200,000; in the data active = activation above about 19%;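 also: 0% = DMSO and 100% = reference agonist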
bIAP act – increases bovine intestinal alkaline phosphatase activity; purified bovine IAP, CDP-star luminescence, 30 min; hits give high values; fold of DMSO-control signal, blank-subtracted; activation factor at 20 µM; hit rate 0.17% among 200,000; AID 1016;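 active = activation factor of 2 or more at 20 µM, a signal rise over negative controls twice the positive control's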
TNAP act hiacc – TNAP (human) activation, high acceptor; P05186; purified TNAP, CDP-star luminescence, 1 M DEA, 30 min; hits give high values; 0 = EDTA background, 1 = DMSO-only activity; activation factor at 20 µM; 200,000 tested, under 10 active; AID 1136;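 active = activation factor at least 2 at 20 µM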
Target sequence (P05186 whole entry, looked up): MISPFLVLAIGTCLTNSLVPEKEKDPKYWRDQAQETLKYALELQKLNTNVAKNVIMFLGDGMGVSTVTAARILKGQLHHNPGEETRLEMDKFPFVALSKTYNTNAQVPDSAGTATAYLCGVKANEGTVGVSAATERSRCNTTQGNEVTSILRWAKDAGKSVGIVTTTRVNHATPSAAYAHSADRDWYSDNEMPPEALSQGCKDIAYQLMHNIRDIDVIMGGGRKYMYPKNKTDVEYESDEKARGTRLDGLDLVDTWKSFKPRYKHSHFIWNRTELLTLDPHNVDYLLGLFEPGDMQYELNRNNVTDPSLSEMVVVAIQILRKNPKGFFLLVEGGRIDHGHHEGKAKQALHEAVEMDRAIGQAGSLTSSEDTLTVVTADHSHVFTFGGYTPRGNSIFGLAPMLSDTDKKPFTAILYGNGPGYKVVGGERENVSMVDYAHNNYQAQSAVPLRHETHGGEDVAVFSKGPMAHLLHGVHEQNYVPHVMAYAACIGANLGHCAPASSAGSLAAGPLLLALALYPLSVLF
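Test system – human TNAP · Doses – 20 µM single point · Incubation – 30 min, room temperature · Signal – luminescent substrate turnover signal · Read-out basis – activation factor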
STAT1 inh – reduces IFN-gamma driven STAT1 reporter signal | AID 920 | NIH 3T3 STAT1-luciferase reporter, luminescence | inhibition, % at 5.5 µM | hit rate 0.35% among 200,000;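 active = inhibition above a set limit, the mean inhibition across all tested compounds plus 3 SD, cut at about 34% in these data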;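 also: 0% = IFN-gamma with DMSO and 100% = IFN-gamma with 300 µM nifuroxazide; values of inactives mirror those of a sister screen read the other way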
STAT3 blocker – inhibitors of IL-6 induced STAT3 signaling | U3A cells, IL-6 STAT3-luciferase reporter, luminescence; host cell line lacks STAT1 | inhibition, % at 5.5 µM | hit rate 0.89% among 190,000 | AID 862;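 active = inhibition above the mean inhibition across all screened compounds plus 3 SD, cut at about 44% in these data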;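 also: 0% = DMSO only wells and 100% = 100 µM nifuroxazide control wells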
PPARg SRC3 recr – agonists of human PPARgamma SRC-3 coactivator recruitment. activation, % at 8 µM. AID 731. biochemical PPARgamma/SRC-3 coactivator recruitment assay. P37231. hit rate 0.26% among 200,000; in the data active = activation above about 23%;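 also: 0% = DMSO and 100% = reference agonist; some compounds past the cut are filed as inactive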
* marks the source's active call; other numbers are inactive results; x = not tested or not shown; & = joins results of further samples. Compounds were not picked by outcome; overall some 3.7% were active at least once.

SMILES	SRC2 TRFRET art	ROMK mod	STAT3 activator	bIAP inh	PPARg SRC2 recr	PPARg SRC-1 ag	bIAP act	TNAP act hiacc	STAT1 inh	STAT3 blocker	PPARg SRC3 recr
CCN1CCC(=NNC(=O)c2ccc(C)c([N+](=O)[O-])c2)CC1	1585	0.73	107	-2	-5	-2	1	1.1	-4	-8	-8
C[C@@H](C(=O)O)[C@H]1C[C@]1(C)[C@H](NC(=O)OCc1ccccc1)c1ccccc1	1476	1.2	98	32	-3	3	0.7	1	3	-1	-6
O=C(NC(=S)N1CCOCC1)C12CCC3CC(CC(C3)C1)C2	1388	x	98	26	-2	2	0.7	1.1	-6	4	-1
COC(=O)c1ccc2nc(-c3ccc4c(c3)OCO4)cn2c1	1543	0.49	25	4	13	-2	1	1	66*	89*	4
O=C(NC1CCCCC1)C(c1ccc2ncccc2c1)N(Cc1ccco1)C(=O)c1ccc2c(c1)OCCO2 (centres undefined)	1519	x	92	-3	-1	-7	1	1	21	12	-7
COc1ccc(CNC(=O)/C=C/c2ccc(OCCCF)cc2)cc1	1433	x	97	1	-2	-4	1	1	-7	6	2
CCCc1nc2ccc(NC(=O)c3cccs3)cc2c(=O)n1Cc1ccc(Cl)cc1	1678	x	102	-16	-4	6	1.2	1	-8	-4	3
c1ccc(-c2nc(N3CCCC3)nc3ccccc23)cc1	1685	x	101	-34	2	0	1.3	1	3	3	-2
CCOC(=O)c1c(C)[nH]c(C=O)c1Cc1cccc(Cl)c1	1623	0.6	93	40	0	-3	0.6	1	5	8	0
O=C(NCCCO)NC(=S)c1cccc2ccccc12	1410	0.72	107	-1	-2	12	1	1	7	0	4
CCC1CCCCN1CCNC(=O)c1[nH]c(C)c(C(C)=O)c1C (centres undefined)	1534	x	104	5	7	4	0.9	1	5	1	0
CCCCS(=O)(=O)CC(COc1ccccc1)OC(=O)c1ccccc1 (centres undefined)	1561	x	101	10	-4	-3	0.9	1	6	4	-7
O=C1SC(SCc2ccccc2)=N/C1=C\c1ccc(C(=O)O)cc1	1389	0.19	104	26	-9	-6	0.7	1	1	-1	2
O=C(O)Cn1c(O)c(C=Nc2ccccc2)sc1=S	1602&1561	-0.42	96&99	18&16	19&3	11&0	0.8&0.8	1&0.9	-2&-5	10&7	4&-8
COc1cccc(CC(NC(C)=O)C(=O)NC2CCN(S(=O)(=O)c3ccc(C)cc3)CC2)c1OC (centres undefined)	1596	1.9	102	-12	-1	5	1.1	1	3	1	4

Five entries from above, ordered by molar mass, descending:
SMILES	SRC2 TRFRET art	ROMK mod	STAT3 activator	bIAP inh	PPARg SRC2 recr	PPARg SRC-1 ag	bIAP act	TNAP act hiacc	STAT1 inh	STAT3 blocker	PPARg SRC3 recr
O=C(NC1CCCCC1)C(c1ccc2ncccc2c1)N(Cc1ccco1)C(=O)c1ccc2c(c1)OCCO2 (centres undefined)	1519	x	92	-3	-1	-7	1	1	21	12	-7
CCCc1nc2ccc(NC(=O)c3cccs3)cc2c(=O)n1Cc1ccc(Cl)cc1	1678	x	102	-16	-4	6	1.2	1	-8	-4	3
O=C1SC(SCc2ccccc2)=N/C1=C\c1ccc(C(=O)O)cc1	1389	0.19	104	26	-9	-6	0.7	1	1	-1	2
O=C(NC(=S)N1CCOCC1)C12CCC3CC(CC(C3)C1)C2	1388	x	98	26	-2	2	0.7	1.1	-6	4	-1
CCC1CCCCN1CCNC(=O)c1[nH]c(C)c(C(C)=O)c1C (centres undefined)	1534	x	104	5	7	4	0.9	1	5	1	0

(listing goes on)
SMILES	SRC2 TRFRET art	ROMK mod	STAT3 activator	bIAP inh	PPARg SRC2 recr	PPARg SRC-1 ag	bIAP act	TNAP act hiacc	STAT1 inh	STAT3 blocker	PPARg SRC3 recr
O=C1CC[C@@H](CN(Cc2ccccn2)Cc2nc(Cc3cccc(C(F)(F)F)c3)no2)N1	1526	0.46	107	-25	-1	2	1.3	1	-6	-7	5
Cc1c(Cl)cccc1NC(=O)CCC(=O)NNC(=O)c1ccco1	1313	0.044	98	-30	3	1	1.3	1	-10	9	-2
CCn1cc(S(=O)(=O)Nc2cc(F)ccc2C)cn1	1671	-0.44	93	4	2	10	1	1	4	11	2
Cc1cc(C)c(OCCNC(=O)c2ccccc2Sc2ccccc2C#N)c(C)c1	1470	x	110	x	2	6	0.5	1	0	-9	1
CCOc1ccc(CC(=O)Nc2cccc(-c3ccc4nnc(C)n4n3)c2)cc1	1343	-0.17	73	-7	4	0	1.1	1	13	38	1
O=C(CN1C(=O)C2C3C=CC(C3)C2C1=O)N1CCc2ccccc2C1 (centres undefined)	1637	2.1	104	4	5	2	1	1	-4	-3	-8
O=C(COc1ccc(Cl)cc1Cl)OCn1nnc2ccccc2c1=O	1373	-0.3	105	11	6	-5	0.9	1	2	2	7
O=C1CSC(c2ccccc2)N1CC(O)c1ccc([N+](=O)[O-])cc1 (centres undefined)	1495	-0.029	89	9	-2	8	0.9	1	6	14	0
O=[N+]([O-])c1cc(C(F)(F)F)ccc1NCCCCNS(=O)(=O)c1ccc2ccccc2c1	1523	x	99	30	-7	-11	0.7	1	7	5	-1
Cn1c(N)c(-c2nc3cccnc3n2C)sc1=S	1613	0.8	100	-13	2	-2	1.1	1	-21	5	5
CCCCCCCC(=O)N/N=C(\C)c1ccc(N)cc1	1545	-0.37	104	10	5	13	0.9	1	2	2	3
Cc1cc(C)cc(OCC(=O)Nc2ccccc2N2CCCCC2)c1	1423	0.45	100	0	2	0	1	1	-1	6	3
CC(C)CC(=O)N1CCC(O)(CS(=O)(=O)Cc2ccccc2)CC1	1672	x	99	-4	5	2	1	1	4	7	3
O=C(NCCCN1CCOCC1)c1ccc(Br)cc1Br	1642	-0.0016	101	-10	-8	2	1.1	1	-2	3	2
Cc1ccc(S(=O)(=O)Nc2nc(C)c(NC(=O)OCCCl)s2)cc1	1586	-0.49	89	0	12	6	1	1	-9	19	3
COc1ccc(CNC(=O)Nc2ccc(C)cc2C)cc1	1521	x	92	-10	5	4	1.1	1	1	14	0
CN(Cc1nc2ccccc2c(=O)[nH]1)Cc1nc2ccsc2c(=O)[nH]1	1615	0.36	106	-15	4	-1	1.2	1.1	-1	-6	-1
Cn1c(=O)[nH]c(=O)c2c1nc(CN1CCN(c3ccccc3F)CC1)n2CCCc1ccccc1	1592	-0.69	99	-3	11	0	1	1	-6	5	7
Oc1ccc(-c2csc(Nc3cccnc3)n2)cc1	1523	x	82	11	4	4	0.9	1	-11	24	-3
CCN(CC)S(=O)(=O)c1ccc(N2CCOCC2)c(NC(=O)COc2ccccc2)c1	1675	-0.25	99	-18	6	7	1.2	1	7	2	7
CC(C)NC(=O)CC(=O)N/N=C\c1ccccc1C(=O)O	1627	0.41	102	6	4	3	0.9	1	2	0	1
Cc1cccc(NC(=O)CSc2ncnc3c2oc2ccccc23)c1	1711	x	94	11	19	11	0.9	1.1	2	13	14
O=C(Nc1ccccc1)c1csc(-c2ccccc2)n1	1519	1.1	101	15	3	3	0.8	1	-8	4	5
O=C(CSc1ncn[nH]1)Nc1ccc([N+](=O)[O-])cc1Br	1523	0.013	96	-8	-7	-5	1.1	1.1	3	3	-1
O=C(CN(c1ccc(Cl)cc1)S(=O)(=O)c1ccccc1)N1CCN(c2ccccc2)CC1	1617	-0.046	104	-1	4	2	1	1.1	-3	2	3
CCOc1cc(CNc2ccc3c(c2)OCCO3)cc(Br)c1OCC	1464	x	97	9	-4	-5	0.9	1.1	-3	9	4
COc1ccc(-c2nc(CN3CCN(c4cc(C)nc(C)c4)CC3)c(C)o2)c2ccccc12	1409	-2.1	104	-42	-4	4	1.4	1	-4	-1	3
COc1ccc(C)cc1N(C)C(=O)c1coc(=O)c2ccccc12	1507	x	103	8	-2	-3	0.9	1	-5	1	-12
CCOc1ccc(C(=O)Nc2ccc(Cc3ccncc3)cc2)cc1Br	1811	-0.16	88	-9	5	13	1.1	1	6	16	0
Cc1ccc(NC(=O)c2cccnc2C(=O)Nc2ccc(C)cc2)cc1	1478	0.17	98	-4	1	3	1	1	-12	9	2
CC(C)C[C@@H]1NC(=O)N(CCN2CCOCC2)C1=O	1516	0.18	99	-4	4	7	1	1	0	7	7
O=C(Cc1ccc(S(=O)(=O)N2CCOCC2)s1)NCC1CCCCC1	1618	x	111	9	0	3	0.9	1	3	-8	10
CCOc1ccccc1N1CCN(C(=O)C(F)(F)F)CC1	1488	-0.5	98	5	5	1	0.9	1	-5	9	-14
CC1CCC(N2CC(=O)N(Cc3ccc4c(c3)OCO4)C(c3ccc(F)cc3)C2=O)CC1 (centres undefined)	1482	-0.023	102	10	4	5	0.9	1	17	4	3
COc1ccc(/C=C/C(=O)c2ccc(NC(=O)c3cccs3)cc2)cc1OC	1626	x	94	7	16	3	0.9	1	-8	10	7
COc1cccc(CNS(=O)(=O)c2ccc3c(c2)CCN3C(=O)C2CC2)c1	1392	-0.38	99	20	-2	12	0.8	1	-1	6	-3
CCOC(=O)c1c2ccc(OCC(=O)NN)cc2n2ccccc12	1669	-2.8*	90	-74	13	11	1.7	1.2	2	16	7
CNC(=S)N1C2CCC1CC(NC(=O)NC13CC4CC(CC(C4)C1)C3)C2 (centres undefined)	1539	x	94	-16	5	11	1.2	1	7	10	-2
Cc1cc(C)c(S(=O)(=O)N2CCN(C(=O)N(C)C)CC2)c(C)c1	1444	-0.46	99	-12	5	-3	1.1	1	2	7	1
S=C(Nc1ccc2c(c1)OCCO2)Nc1ccc2c(c1)OCO2	1685	-0.48	104	-1	3	5	1	1	-32	3	6
O=C(C[n+]1ccccc1)N/N=C/c1ccco1	1620	0.28	102	-4	0	-3	1	1	1	0	-1
O=C(COc1ccc(S(=O)(=O)N2CCCC2)cc1)NCCC1=CCCCC1	1682	-1.1	102	-1	6	0	1	1.1	0	0	-3
O=c1[nH]c(SCc2ccccc2)nnc1-c1ccccc1	1607	-0.79	106	-12	14	4	1.1	1	-10	-4	12
CC(=O)Nc1ccc(S(=O)(=O)N=S(C)C)cc1	1493	x	90	-4	0	4	1	1	9	19	-4
COc1ccc(-c2ccc(-c3noc(-c4ccco4)n3)c(OC)n2)cc1	1413	-0.83	96	-2	-8	-9	1	1	-13	9	-1
COc1ccc(C2C3=C(CC(C)(C)CC3=O)Oc3ncn(Cc4ccco4)c(=N)c32)cc1 (centres undefined)	1724	-1.8	102	-1	-3	5	1	1.1	3	5	6
NC(=O)c1ccc(-n2nnnc2SCC(=O)Nc2ccc(N3CCOCC3)c(Cl)c2)cc1	1770	x	87	14	7	-4	0.9	1	-9	20	8
C=CCn1c(C)cc(C(=O)CSc2ccc(NC(C)=O)cc2)c1C	1479	x	76	-6	-6	6	1.1	1	-25	34	16
CCCc1[nH]nc2c1C1(C(=O)N(CC)c3ccccc31)C(C#N)=C(N)O2 (centres undefined)	1633	x	109	-3	-5	-3	1	1	1	-6	-3
CCn1c(N)c(C(=O)NCCCOC)sc1=S	1512	0	100	3	-4	9	1	1.1	-9	2	-4
Cc1c(O)cc2n(c1=O)-c1ccc(Cl)cc1C2(C)C	1386	0.41	96	17	-14	-1	0.8	1.1	2	6	-2
